# FLuc inh: Photinus pyralis luciferase inhibition | P08659 | purified P. pyralis luciferase, luminescence, biochemical | Potency, µM (top dose mostly 115 µM), without a hit: at the highest dose activity change, negative = inhibition, actives largely listed as inhibitors | actives 2.5% (n = 76,000) | AID 1347043; note: potency is the fitted concentration of half-maximal effect; nearly all actives have a fitted effect of over 65% in size
# Target sequence (P08659 whole entry, looked up): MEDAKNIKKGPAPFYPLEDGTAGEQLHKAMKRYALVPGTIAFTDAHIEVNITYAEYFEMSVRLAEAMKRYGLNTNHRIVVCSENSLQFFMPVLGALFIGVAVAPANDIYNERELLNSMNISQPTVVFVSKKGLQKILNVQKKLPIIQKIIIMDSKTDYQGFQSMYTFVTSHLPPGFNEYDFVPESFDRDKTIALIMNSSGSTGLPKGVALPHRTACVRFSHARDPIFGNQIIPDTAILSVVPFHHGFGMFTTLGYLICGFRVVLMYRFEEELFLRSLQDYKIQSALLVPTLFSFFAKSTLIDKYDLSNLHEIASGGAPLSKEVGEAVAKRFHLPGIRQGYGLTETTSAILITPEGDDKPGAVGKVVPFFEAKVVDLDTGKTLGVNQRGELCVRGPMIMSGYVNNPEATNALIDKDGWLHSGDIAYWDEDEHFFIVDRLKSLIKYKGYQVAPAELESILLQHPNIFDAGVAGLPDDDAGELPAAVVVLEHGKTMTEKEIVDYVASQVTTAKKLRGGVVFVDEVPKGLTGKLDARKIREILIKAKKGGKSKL
#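 Luminescence read by CCD imaging after purified firefly luciferase (10nM final) was added to substrate buffer holding 10uM D-luciferin and 10uM ATP, pH 7.5, pre-dosed with compound.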
# GPT2 inh: GPT2 alanine aminotransferase inhibition | actives 0.25% (n = 100,000) | AID 1671188 | Recombinant GPT2, coupled pyruvate oxidase/HRP Amplex Red fluorescence | Potency, µM (highest dose often 57.7 µM), for inactives: at the top dose activity change, negative = inhibition, most hits filed as inhibitors | Q8TD30; note: potency is the fitted concentration of half-maximal effect; nearly all actives have a fitted effect of over 60% in size; many of its hits are not listed in these tables
#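 Inhibition is scored from Amplex Red fluorescence generated when pyruvate oxidase and HRP act on pyruvate released by GPT2. Reactions contain 10ng/uL enzyme, 250uM a-KG and 2mM L-alanine and run 30 min at room temperature.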
# NIH3T3 tox: cytotoxic compounds in NIH 3T3 cells; actives 4.3% (n = 94,000); NIH 3T3 viability, CellTiter-Glo ATP luminescence, 48-72 h; Potency, µM (top dose mostly 96.7 µM), inactives show at the top dose activity change, negative = cytotoxicity, usual class: inhibitors; AID 1345082; note: potency is the fitted concentration of half-maximal effect; nearly all actives have a fitted effect of over 55% in size
#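 Viability of NIH 3T3 cells after 48 or 72 hr compound treatment at 37 °C was assessed by CellTiter-Glo, with luminescence imaged following a 10 min room-temperature step.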
# IP6K1 inhibitor: blocks human inositol hexakisphosphate kinase 1; activity change, % (series mostly up to about 58 µM); IP6K1 kinase, ADP-Glo luminescence, 2 h; active compounds read low; actives 0.81% (n = 140,000); Q92551; in the data active = activity change below about -25%
# Target sequence (Q92551 whole entry, looked up): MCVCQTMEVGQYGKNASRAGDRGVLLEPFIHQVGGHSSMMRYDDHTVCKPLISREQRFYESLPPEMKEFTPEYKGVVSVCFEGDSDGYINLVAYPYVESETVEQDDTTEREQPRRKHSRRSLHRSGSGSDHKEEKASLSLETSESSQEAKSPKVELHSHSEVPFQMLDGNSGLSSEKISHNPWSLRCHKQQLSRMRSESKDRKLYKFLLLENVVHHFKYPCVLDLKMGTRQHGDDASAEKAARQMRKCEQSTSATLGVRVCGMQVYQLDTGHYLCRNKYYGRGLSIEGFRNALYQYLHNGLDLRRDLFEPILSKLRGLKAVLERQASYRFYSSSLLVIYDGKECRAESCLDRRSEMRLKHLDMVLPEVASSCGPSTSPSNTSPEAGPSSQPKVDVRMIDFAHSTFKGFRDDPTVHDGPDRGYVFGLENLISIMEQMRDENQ
#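 ADP-Glo luminescence measures ADP made by human IP6K1 during a 2 h RT reaction with ATP/IP6 (mix at 1.3 mM/130 uM); top library doses 57.5 and 19.1 uM final.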
# HEK293 viab: counter-screen for SNCA expression inhibitors: cell viability; HEK-293-SNCA-luc viability, GF-AFC fluorescence, 24 h; AID 1671193; Potency, µM (highest dose often 57.1 µM), without a hit: at the top dose activity change, negative = cytotoxicity, most hits filed as cytotoxic; actives 0.12% (n = 150,000);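 note: potency is the fitted concentration of half-maximal effect; 0% = DMSO-treated cells and -100% = medium-only wells without cells; nearly all actives have a fitted effect of over 30% in size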
#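 HEK-293-SNCA-luc cells (1500/well) plated 24 h, then exposed 24 h to a dilution series; GF-AFC added 30 min at 37C, fluorescence 405/540 nm; normalised to medium-only and DMSO wells, Hill fit.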
# HEK293 tox: cytotoxic compounds in HEK 293 cells; HEK 293 viability, ATP luminescence (CellTiter-Glo), 48-72 h; Potency, µM (series often up to 115 µM), without a hit: at the top dose activity change, negative = cytotoxicity, usual class: inhibitors; actives 6.6% (n = 94,000); note: potency is the fitted concentration of half-maximal effect; nearly all actives have a fitted effect of over 60% in size
#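 HEK 293 seeded at 250 cells/well receive compound via pintool. After 48 or 72 hr at 37 degree Celsius, 5% CO2 and 95% humidity, CellTiter-Glo is dispensed and luminescence read following 10 min at room temperature.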
# SNCA expr inh: SNCA gene expression inhibition; HEK-293 SNCA-luciferase knock-in, luminescence, 24 h; Potency, µM (highest dose often 57.2 µM), for inactives: top-dose activity change, negative = inhibition, hits mostly inhibitors; actives 0.17% (n = 140,000);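 note: potency is the fitted concentration of half-maximal effect; plate controls were DMSO cells for no effect and cell-free wells for full effect; nearly all actives have a fitted effect of over 45% in size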
# Active calls of the source: *; i = inactive; ? = inconclusive; · = no result given; & = joins results of further samples; [ ] = another dose, or the depositor's remark. Unless noted, calls come from the whole dose curve; as a rule, active = well fitted curve in the direction sought with a large enough effect; inconclusive = small, poorly fitted or top-dose-only effect, or another doubt; inactive = no such curve, though single readings can be large; an effect the other way counts as inactive or inconclusive. Unless noted, % is set by controls: 0 for no effect and ±100 for the full control effect. Some of the compounds tested; rates above refer to the full screens.
canonical_smiles,FLuc inh,GPT2 inh,NIH3T3 tox,IP6K1 inhibitor,HEK293 viab,HEK293 tox,SNCA expr inh
O=C1Nc2ccccc2O[C@H]2C[C@@H]1N(C(=O)Cc1ccccc1)C2,-3%[172 µM],i,-1%[138 µM],2,7%[87.6 µM],1%[172 µM],52%[activator][87.6 µM]
Fc1cccc(NC2CCCN(Cc3cccn3-c3nccs3)C2)c1 (stereo not given),0%,i,?,15,8%,45µM*,19%
O=C1Nc2ccc(-c3ccccc3)cc2C(=O)N2CCN(C(=O)c3cccnc3)C[C@H]12,2%[172 µM],-43%[88.5 µM],-27%[174 µM],3,2%[87.6 µM],-24%[172 µM],-13%[87.6 µM]
CCc1ccccc1NC(=O)Cn1c(N2CCCCC2)nc(C)c(C)c1=O,-7%,i,-15%,9,-9%,-19%,-15%
COc1ccc2c(Sc3ccccc3)c(C(=O)NCCCN3CCCCC3)[nH]c2c1,·,·,·,0,-16%,·,?
CCN(C(=O)Cn1cccc1-c1nc(-c2ccc(OC)c(F)c2)no1)c1ccccc1,-21%,-3%,?,26,?,45µM*,1%
O=C(C[C@@H]1O[C@H](CNC(=O)c2ccco2)[C@@H](O)[C@H]1O)NCc1ccc(F)cc1,-7%[172 µM],-19%[88.5 µM],-15%[174 µM],6,3%[87.6 µM],?,-4%[87.6 µM]
CCc1ccccc1Nc1ncnc2c1cnn2-c1ccc(Cl)cc1,·,·,·,-7,-2%,·,70%[activator]
CCOc1ccccc1C(=O)NC1CCN(c2cc(C)cc(C)c2)C1=O (stereo not given),-9%,i,-59%,-1,-15%,-67%,15%
CNC(=O)N1CCC(C2CCN(C(=O)c3cn[nH]c3)C2)CC1 (stereo not given),-8%,i,2%,-7,4%[12.5 µM],-13%,31%[activator]
O=C(NCc1ccc2c(c1)CCN2C(=O)c1ccc(F)cc1)c1ccco1,·,·,·,-19,-6%,·,-14%
Cc1cc(C)c(NC(=O)c2cc(S(=O)(=O)N3CCN(c4ccccc4F)CC3)ccc2F)c(C)c1,·,·,·,2,3%,·,-16%
O=C(c1cccnn1)N1CC(F)(F)C[C@H]1c1nc(C2CC2)no1,0%,i,5%,-10,-6%,0%,13%
Nc1nc(N)c2nc(CNc3ccc(C(=O)NC(CCC(=O)O)C(=O)O)cc3)cnc2n1 (stereo not given),·,i,·,·,13%&11%,·,-1%&-23%
CC(=O)c1ccc(NC(=O)CSc2cn(CC(=O)N(C(C)C)C(C)C)c3ccccc23)cc1,·,·,·,2,-16%,·,7%
COc1cccc(CNC(=O)c2nc3cccnc3n(C3CC3)c2=O)c1,·,3%[88.5 µM],-26%[138 µM],6,-7%[87.6 µM],-3%[172 µM],-1%[87.6 µM]
Cc1nc2c(C(=O)NCCC(C)C)cnn2c(C)c1Cc1c(F)cccc1Cl,·,·,·,5,-11%,·,7%
Cc1ccncc1C(=O)N1C[C@@H](COc2ccccc2)[C@H](C(N)=O)C1,2%,-2%,3%,4,5%,i,-5%
CC(C(=O)NCc1nnc2ccc(-c3ccccc3)nn12)c1ccccc1 (stereo not given),3%,-8%,i,14,4%,i,-17%
CCc1ccc(NC(=O)N2CCC(Oc3ncccc3C(=O)N3CCOCC3)C2)cc1 (stereo not given),-7%,?,-6%,16,13%,10%,-19%

# Remaining list, next part:
canonical_smiles,FLuc inh,GPT2 inh,NIH3T3 tox,IP6K1 inhibitor,HEK293 viab,HEK293 tox,SNCA expr inh
O=C(O)Cn1nc(-c2ccccc2)nc1C1CC(=O)N(Cc2cccnc2)C1 (stereo not given),6%,i[11.5 µM],-2%,31,3%,5%,5%
COc1cccc(CC(=O)N2CCC(N3C(=O)c4c(c(C)nn4-c4ccccc4)C3C)CC2)c1 (stereo not given),·,·,?,-2,·,?,·
OC[C@@H](O)[C@@H](O)[C@H](O)[C@H](O)CO,·,i,·,25,2%[23.9 µM],·,-5%[25.6 µM]
Cc1ccc(-c2nc(C(=O)NCc3ccc4c(c3)OCO4)no2)cc1,?,-1%,?,0,20%,-16%,57%[activator]
O=C1NCCOCCN(C(=O)NCCc2ccccc2)[C@@H]2CCCC[C@H]12,1%,-3%,-11%,-9,5%,-8%,?
CC(=O)N1CCC2(C1)C(=NC1CCCC1)NC(=O)N2c1cccnc1 (stereo not given),5%[172 µM],i,0%[138 µM],-8,-4%[87.6 µM],i,35%[87.6 µM]
O=C(NCc1nnc2c(-c3nc(C4CC4)no3)cccn12)c1cccc(F)c1,-4%,i,-4%,-5,-2%,-2%,5%
O=C1CCN(S(=O)(=O)c2ccccc2)CCCN(C(=O)c2n[nH]c3ccccc23)CCN1,5%,5%,-19%,0,3%,2%,-28%
COCCN(CC1CC1)C(=O)c1ccc2nc(-c3ccc(F)cc3)cn2c1,-28%,-8%,-17%,17,0%,?,24%
CSc1ccc(-c2noc(-c3nnn4c3COC(c3ccc(Cl)cc3)C4)n2)cc1 (stereo not given),5%,-1%,2%,4,-9%,8%,1%
Cn1ncc2c(C(=O)N3CCC(Cc4ccccc4)CC3)cc(-c3ccc(C(F)(F)F)cc3)nc21,·,·,?,0,·,?,·
COc1cccc(N2CCN(S(=O)(=O)c3ccc4[nH]c5c(c4c3)CCCC5)CC2)c1,·,·,·,7,-6%,·,-16%
CC(C)c1nnc(C2CN(C(=O)Cc3ccc(Br)cc3)CC23CCOCC3)o1 (stereo not given),-9%,2%,-13%,-6,?,-4%,6%
CCn1c(CN(C)C)nnc1C1CCN(C(=O)CN(C)c2ccccc2)CC1,11%,i[11.5 µM],0%,-6,1%,-2%,16%
CN1CCC(N2CCN(C(=O)c3ccncc3)CC2)C1=O (stereo not given),-2%,i,-2%,0,3%,-9%,-3%
COc1ccccc1Nc1ncc2c(n1)CN(C(=O)c1cccc(O)c1)CCN2,-3%[172 µM],4%[88.5 µM],-3%[138 µM],-8,-13%[87.6 µM],100µM*,-26%[87.6 µM]
N#Cc1cccc(CN2CCc3nc(N4CCOCC4)[nH]c(=O)c3CC2)c1,0%,i,-15%,11,-4%,-7%,-2%
Fc1ccc(Cc2nc3nccc(-c4cccnc4)n3n2)cc1,8%,4%,-22%,-5,10%,3%,-16%
COc1ccc(-c2nc(C3CC3)nc3c2CN([S+](=O)([O-])c2cccs2)CC3)cc1,·,-2%,?,-9,-10%,-28%,-8%
O=C(CSc1nc2ccsc2c(=O)n1Cc1ccccc1F)NCc1ccccc1Cl,·,·,·,0,-11%,·,12%

# (next part)
canonical_smiles,FLuc inh,GPT2 inh,NIH3T3 tox,IP6K1 inhibitor,HEK293 viab,HEK293 tox,SNCA expr inh
O=C1NCCN1C1CCN(Cc2ccc(F)cc2)CC1,·,i,i,-16,-2%[87.6 µM],1%[172 µM],-13%[87.6 µM]
O=C(Cc1cccc(Cl)c1)N1CCCC(C(=O)N2CCCC(c3nc4ccncc4[nH]3)C2)C1 (stereo not given),·,i,?,13,-3%,?,13%
COc1cccc(N2C(=O)NC(=NC3CCCCC3)C23CCN(C(=O)c2cccnc2)C3)c1 (stereo not given),0%,4%,3%,-1,-21%,i,-19%
CC(C)Cc1cc(C(=O)N2CCc3[nH]nc(-c4ccccc4F)c3C2)n(C)n1,1%,4%,?,-2,-8%,?,15%
CCn1nc(C)cc1C(=O)NCc1cccnc1N1CCOCC1,-2%,-5%,-7%,8,1%,-4%,4%
O=C(c1ccc(C(F)(F)F)cc1)N1CCCC2(C1)C(=NC1CCCC1)NC(=O)N2c1cc(F)cc(F)c1 (stereo not given),·,i,-7%,-2,-1%,-6%,-18%
O=C1CCN(C(=O)CCCc2ccccc2)CCCC(c2nc(-c3cccnc3)no2)CCN1 (stereo not given),1%,-1%,-19%,31,-1%,?,-1%
CNC(=O)c1cc(C2CC2)nc2c1c(C1CCN(C(=O)c3ccccn3)C1)nn2C (stereo not given),·,·,-13%,7,·,-21%,·
COc1cc2c(CCNC(C)=O)c[nH]c2cc1O,·,?,·,·,-5%,·,-9%
CCn1ccc(C(=O)N2CCC(CCOC)(NS(C)(=O)=O)CC2)n1,-9%,-15%,2%,-10,-20%,i,-2%
O=C(CCc1cccs1)N1CCOC(CCCc2ccccc2)C1 (stereo not given),-27%,i,?,10,20%,?,76%[activator]
CC1=C[C@@H](CNCCN2CCNC2=O)[C@H](C(C)C)C[C@H]1Cc1nnc(-c2cccnc2)o1,4%,i,-7%,13,-6%,-1%,-17%
CN1C[C@@H](NC(=O)COc2ccccc2)C[C@H]1c1nc(-c2ccncc2)no1,4%[172 µM],2%[88.5 µM],-14%[138 µM],8,-15%[87.6 µM],-23%[172 µM],15%[87.6 µM]
O[C@@H]1C[C@@H](c2nnc3n2CCN(CC2CCCCC2)C3)N(Cc2ccccc2)C1,2%,i,-21%,-6,-7%[12.5 µM],-24%,19%
COc1ccc(CCNC(=O)c2cc(-c3ccccc3OC)c3nncn3n2)cc1,·,-15%,?,-6,2%,?,-14%
COCc1cc(C[C@@H]2CC[C@H](O)[C@@H](CNC(=O)C(C)C)O2)no1,11%[172 µM],i,-1%[138 µM],-5,1%[87.6 µM],-3%[172 µM],?
O=C(Nc1ccccc1C(=O)OCc1cc(=O)n2c3c(sc2n1)CCCC3)c1ccccc1,·,·,·,15,?,·,-20%
CN1CC2(CCN(C(=O)c3cccn3C)CC2)CC1C(=O)N1CCOCC1 (stereo not given),-11%,?,3%,-2,-24%,-13%,-3%
O=C(N1CCC(c2n[nH]c(=O)n2Cc2ccc(F)cc2)CC1)C1(c2ccccc2)CC1,8%,i,?,24,-7%,?,9%
CS(=O)(=O)Nc1ccc(C2(C(=O)NCc3ccc(Cl)cc3)CCCCC2)cc1,0%,?,?,30,?,?,-6%
COc1ccc(Nc2nccc3c(=O)cc(-c4cn[nH]c4)oc23)cc1OC,-18%[172 µM],0%[88.5 µM],?,10,-2%[87.6 µM],?,-28%[87.6 µM]

# Full records, quoted from the list. Order of screens: FLuc inh | GPT2 inh | NIH3T3 tox | IP6K1 inhibitor | HEK293 viab | HEK293 tox | SNCA expr inh
# `COc1cccc(CNC(=O)c2nc3cccnc3n(C3CC3)c2=O)c1` is entered as · | 3%[88.5 µM] | -26%[138 µM] | 6 | -7%[87.6 µM] | -3%[172 µM] | -1%[87.6 µM]
# `O=C1CCN(C(=O)CCCc2ccccc2)CCCC(c2nc(-c3cccnc3)no2)CCN1` (stereo not given) is entered as 1% | -1% | -19% | 31 | -1% | ? | -1%
# `O[C@@H]1C[C@@H](c2nnc3n2CCN(CC2CCCCC2)C3)N(Cc2ccccc2)C1` is entered as 2% | i | -21% | -6 | -7%[12.5 µM] | -24% | 19%
# `COCCN(CC1CC1)C(=O)c1ccc2nc(-c3ccc(F)cc3)cn2c1` is entered as -28% | -8% | -17% | 17 | 0% | ? | 24%
# `COc1cccc(CC(=O)N2CCC(N3C(=O)c4c(c(C)nn4-c4ccccc4)C3C)CC2)c1` (stereo not given) is entered as · | · | ? | -2 | · | ? | ·

# From PubChem
